Glioma ERSR ind: inducers of ER stress response in human glioma cells. U87-MG GRP78 promoter luciferase reporter, 16 h. Potency, µM, for the others: at the top dose activation, usual class: activators. actives 0.02% (n = 420,000). AID 602332; note: potency is the fitted concentration of half-maximal effect; series mostly up to about 76 µM; % of control where 0% means no effect; nearly all actives have a fitted effect of over 35% in size
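Stably transfected U87-MG glioma cells carrying a GRP78-based luciferase sensor; 16 h compound incubation. Luminescence end-point read 10 min after Bright-Glo addition at room temperature.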
D1 PAM: potentiators of human D1 dopamine receptor. HEK293 TREx D1 cells, calcium flux, dopamine EC20 potentiation. potentiation, % at 10 µM. actives 0.036% (n = 360,000). AID 504651; in the data active = potentiation above about 30%; note: 0% is about no effect
RXFP1 antagonist: RXFP1 (human) relaxin receptor antagonism. AID 1259400. Q9HBX9. HEK293-RXFP1, relaxin-stimulated cAMP HTRF, 30 min; stronger effect = lower value. activity change, negative = inhibition, % at 57.5 µM. actives 0.59% (n = 350,000);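 active = activity change of -60% or lower, but not beyond a set lower limit; inconclusive = change between -60% and -40%, or beyond the set limit; inactive = change above -40%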; note: % is set by controls: 0 for no effect and ±100 for the full control effect
D1 ag: human D1 receptor agonism | HEK293 T-REx D1 cells, calcium flux, agonist mode | actives 1% (n = 360,000) | P21728 | AID 504660 | activation, % at 2 µM; in the data active = activation above about 30%; note: 0% is about no effect
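Tetracycline-induced HEK293 TREx D1 cells, force-coupled to calcium signalling, were dye-loaded with a no-wash calcium kit. Compound was pin-added after a 10 s baseline. Fluorescence was read kinetically at 1 cycle/s for 180 s, with calcium rises flagged as agonism.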
RXFP1 agonist: activates the human relaxin receptor RXFP1. HEK293T-RXFP1 cAMP TR-FRET, 30 min; response scale: percent of porcine relaxin response, buffer zero. AID 2676. Potency, µM (series often up to 57.5 µM), without a hit: at the top dose activation, actives largely listed as activators. actives 0.3% (n = 370,000). Q9HBX9; note: potency is the fitted concentration of half-maximal effect; % is set by controls: 0 for no effect and ±100 for the full control effect; nearly all actives have a fitted effect of over 60% in size; many of its hits are not listed in these tables
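HEK293 cells stably expressing RXFP1, treated 30 min at 37C with compounds plus PDE4 inhibitor Ro 20174; cAMP measured by HTRF TR-FRET. Normalized to buffer and 29 nM porcine relaxin; EC50 by Hill fit.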
Vif-APOBEC3F blk: blocks the Vif interaction with APOBEC3F; HeLa A3F-eYFP + Vif (tagged APOBEC3F with the HIV-1 protein that degrades it), YFP fluorescence increase; Potency, µM (highest dose often 46.1 µM), inactives show at the highest dose activity, negative = active; actives 0.2% (n = 390,000); AID 602313; note: potency is the fitted concentration of half-maximal effect; % of control where 0% means no effect; nearly all actives have a fitted effect of over 65% in size
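HeLa cells stably expressing Vif plus C-terminally eYFP-tagged A3F were seeded, incubated overnight at 37 deg C, dosed with compound, incubated overnight again at 37 deg C. Yellow fluorescence (Ex 488/Em 500-530) reported blocked Vif-mediated A3F-eYFP degradation.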
D2 PAM: positive allosteric modulators of human D2 dopamine receptor; actives 0.34% (n = 340,000); potentiation, % at 10 µM; HEK293 T-REx D2, calcium flux, EC20 dopamine potentiation; P14416;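 active = potentiation over 3 SD above the plate norm, cut at about 30% in these data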; note: 0% is about no effect
Target sequence (P14416 whole entry, looked up): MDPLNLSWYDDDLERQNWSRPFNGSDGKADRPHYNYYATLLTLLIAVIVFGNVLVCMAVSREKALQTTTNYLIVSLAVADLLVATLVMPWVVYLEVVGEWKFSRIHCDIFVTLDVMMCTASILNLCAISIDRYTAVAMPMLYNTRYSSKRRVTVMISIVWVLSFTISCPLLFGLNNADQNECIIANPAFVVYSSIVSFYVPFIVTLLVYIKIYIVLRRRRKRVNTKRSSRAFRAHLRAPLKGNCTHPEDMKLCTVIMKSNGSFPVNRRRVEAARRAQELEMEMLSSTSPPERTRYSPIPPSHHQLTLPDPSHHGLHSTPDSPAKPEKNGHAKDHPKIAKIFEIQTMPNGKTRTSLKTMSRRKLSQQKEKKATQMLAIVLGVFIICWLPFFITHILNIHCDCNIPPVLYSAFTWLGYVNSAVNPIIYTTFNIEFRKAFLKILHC
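Using a no-wash calcium dye in inducible, force-coupled HEK293 Trex cells expressing D2, we tracked fluorescence each second for 180 s after compound, then for 180 s after EC20 dopamine to detect augmented signalling.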
D1 antagonist: blocks dopamine activation of the human D1 receptor. P21728. activity change, negative = inhibition, % at 10 µM. HEK293 TREx D1 cells, calcium flux, dopamine EC80; stronger effect = lower value. actives 3.2% (n = 360,000). AID 504652; in the data active = activity change below about -30%; note: % is set by controls: 0 for no effect and ±100 for the full control effect
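HEK293 T-REx cells expressing inducible, force-coupled D1 receptor; no-wash Ca dye, 30–90 min RT. Cmpd → 180 s read at 1 Hz → EC80 DA → 180 s read.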
Vif-A3G inh: Vif-A3G binding inhibition; Q9HC16; AID 602310; Potency, µM (highest dose often 46.1 µM), inactives show at the highest dose activity, negative = active, most hits filed as inhibitors; actives 0.076% (n = 410,000); HeLa A3G-eYFP + Vif (tagged APOBEC3G with the HIV-1 protein that degrades it), YFP fluorescence, overnight;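 note: potency is the fitted concentration of half-maximal effect; % is set by controls: 0 for no effect and ±100 for the full control effect; nearly all actives have a fitted effect of over 60% in size; hits raise eYFP signal because A3G escapes Vif-driven loss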
Target sequence (Q9HC16 whole entry, looked up): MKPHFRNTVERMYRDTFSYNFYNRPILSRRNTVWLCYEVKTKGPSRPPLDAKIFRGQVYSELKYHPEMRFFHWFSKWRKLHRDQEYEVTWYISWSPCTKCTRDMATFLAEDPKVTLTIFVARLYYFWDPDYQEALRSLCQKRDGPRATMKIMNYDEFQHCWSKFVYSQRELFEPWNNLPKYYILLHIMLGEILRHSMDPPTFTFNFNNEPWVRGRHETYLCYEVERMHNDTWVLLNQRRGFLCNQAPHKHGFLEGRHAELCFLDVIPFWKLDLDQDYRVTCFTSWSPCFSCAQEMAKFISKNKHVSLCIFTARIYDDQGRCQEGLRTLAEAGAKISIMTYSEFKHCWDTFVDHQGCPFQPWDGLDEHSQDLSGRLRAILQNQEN
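HeLa cells stably expressing Vif and C-terminally eYFP-tagged A3G, seeded overnight at 37 deg C, then exposed to compound by pintool overnight at 37 deg C. Rise in yellow fluorescence (Ex 488/Em 500-530, Acumen) marks blocked Vif-driven A3G degradation.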
Active calls of the source: *; ? = inconclusive; / = not tested or not shown. Unless noted, calls come from the whole dose curve; as a rule, active = well fitted curve in the direction sought with a large enough effect; inconclusive = small, poorly fitted or top-dose-only effect, or another doubt; inactive = no such curve, though single readings can be large; an effect the other way counts as inactive or inconclusive. These rows are one share of the data. The share of hits here may be higher or lower than overall.

SMILES | Glioma ERSR ind | D1 PAM | RXFP1 antagonist | D1 ag | RXFP1 agonist | Vif-APOBEC3F blk | D2 PAM | D1 antagonist | Vif-A3G inh
C#CCOCCOCCOCCNc1nc(N2CCN(C(=O)[C@H]([C@@H](C)CC)n3cc(CCCN=C(N)N)nn3)CC2)nc(N2CCN(C(=O)[C@H](C)n3cc(CCCN=C(N)N)nn3)CC2)n1 | -4% | -4 | / | -2 | 6.7% | 4% | -1 | 20 | 1%
COc1ccc(-n2ccnc2CN2CCCC(CO)(Cc3cccc(OC)c3)C2)cc1 (configuration not stated) | -4% | -4 | -14 | 0 | -1.5% | 0% | 2 | -6 | 1%
CCN1C(=O)CC(N2CCN(c3cccc(OC)c3)CC2)C1=O (configuration not stated) | -4% | -2 | -15 | 3 | 2.6% | -17% | 3 | -16 | -3%
Cc1cc(C)nc(NC(=O)c2ccc(C)c([N+](=O)[O-])c2)n1 | -5% | -1 | -1 | 5 | 2.5% | 3% | 17 | -11 | 1%
CC(=O)N1c2ccccc2C(C)=CC1(C)C | -3% | 0 | -2 | -1 | -2.3% | -10% | 18 | -9 | 0%
O=C(NCc1cccc(F)c1)c1ccc(CN2CC(=O)N3CCCCC3C2=O)cc1 (configuration not stated) | 0% | -2 | -7 | 0 | 0.7% | 2% | 2 | -17 | 8%
CCCCOc1ccc(-c2nnn(CC(=O)NCc3ccco3)n2)cc1 | 4% | 0 | 0 | 1 | 1.4% | 1% | -5 | -15 | ?
CCOc1ccc(C(=S)N2CCCC2)c(OCC)c1 | -4% | 3 | -2 | 3 | -1.2% | -3% | 1 | 1 | -1%
Cc1n[nH]c(C)c1CCOc1ccc(C(C)C)cc1 | -2% | 2 | -13 | 0 | 1.3% | -15% | -13 | 1 | -6%
CCCC(=O)Nc1nc2c(s1)CC(C(C)(C)C)CC2 (configuration not stated) | 2% | -1 | / | 1 | -0.5% | -3% | 4 | 15 | 2%
N#CC(C(=O)NCc1ccco1)c1nc2ccccc2nc1N1CCOCC1 (configuration not stated) | 12% | 0 | -13 | 7 | -2.4% | -4% | 13 | 8 | -8%
O=C(CCS(=O)(=O)c1ccccc1Cl)NC1CCCCCC1 | 2% | / | -1 | / | / | 1% | / | / | 1%
O=C(Cn1nnc2c(sc3nc4c(c(-c5ccccc5)c32)CCC4)c1=O)c1ccccc1 | 2% | -5 | -2 | 1 | -0.8% | / | 3 | -6 | 0%
COCCN1C(=O)C(O)=C(C(=O)c2cccs2)C1c1ccccc1 (configuration not stated) | -1% | 1 | -6 | 2 | 27% | -5% | 16 | 1 | 1%
O=C1CC(NCc2ccco2)C(=O)N1CCc1ccccc1 (configuration not stated) | -6% | 8 | 14 | 3 | 0.8% | 1% | 12 | 20 | 0%
Cc1oc(C)c2c(=O)ccc3c(c12)OC(N)=C(C#N)C3c1ccccc1Cl (configuration not stated) | -5% | 1 | 12 | 14 | 1.1% | ? | 5 | 2 | 5%
O=C(CCn1c(=S)oc2ccccc21)Nc1ccccc1F | -1% | -3 | -3 | 4 | 3.4% | -16% | -2 | -18 | -2%
C[C@]12CS(=O)(=O)C[C@H]1SC(=S)N2c1ccccc1 | -5% | -2 | 1 | 4 | -2.6% | -1% | 5 | 8 | 0%
Cc1cccc(NC2=NCC(=O)N2Cc2cccs2)c1 | 2% | -3 | 0 | 1 | 2.1% | -19% | -1 | -9 | 0%
CN(C)c1ccc(/C=N/N=C2/SC(CC(=O)O)C(=O)N2c2ccc(O)cc2)cc1 (configuration not stated) | -2% | 0 | 1 | 3 | 0.4% | -2% | -11 | 1 | 0%
CCNC(=O)c1ccccc1NC(=O)C1CC(=O)N(C(C)C)C1 (configuration not stated) | -6% | -3 | -2 | 9 | 2.9% | 0% | / | -6 | 0%
Cc1nnc(NC(=O)CSc2nc3c(c(=O)n2C)SC(C)C3)s1 (configuration not stated) | -2% | 3 | 11 | 1 | 0.1% | -2% | 0 | 10 | 2%
Cc1cc2cc(CNC(=S)Nc3ccc(OC(F)(F)F)cc3)ccc2n1C | -2% | -4 | / | 0 | 2.1% | 0% | 2 | -18 | 4%
O=C(NCc1cccnc1)c1ccc(Cl)c(Cl)c1 | 0% | -4 | 5 | 4 | 2.2% | -10% | / | -3 | -4%
Cc1ccc(CSc2nc3cc(C(=O)NC4CCCC4)ccc3c(=O)n2Cc2ccccc2)cc1 | -3% | -1 | 14 | 0 | 1.5% | -5% | 3 | -6 | 2%

Part of the list above in order of heavy-atom count, low to high.
SMILES | Glioma ERSR ind | D1 PAM | RXFP1 antagonist | D1 ag | RXFP1 agonist | Vif-APOBEC3F blk | D2 PAM | D1 antagonist | Vif-A3G inh
O=C(NCc1cccnc1)c1ccc(Cl)c(Cl)c1 | 0% | -4 | 5 | 4 | 2.2% | -10% | / | -3 | -4%
Cc1n[nH]c(C)c1CCOc1ccc(C(C)C)cc1 | -2% | 2 | -13 | 0 | 1.3% | -15% | -13 | 1 | -6%
Cc1cccc(NC2=NCC(=O)N2Cc2cccs2)c1 | 2% | -3 | 0 | 1 | 2.1% | -19% | -1 | -9 | 0%
CCN1C(=O)CC(N2CCN(c3cccc(OC)c3)CC2)C1=O (configuration not stated) | -4% | -2 | -15 | 3 | 2.6% | -17% | 3 | -16 | -3%
CCCCOc1ccc(-c2nnn(CC(=O)NCc3ccco3)n2)cc1 | 4% | 0 | 0 | 1 | 1.4% | 1% | -5 | -15 | ?
Cc1oc(C)c2c(=O)ccc3c(c12)OC(N)=C(C#N)C3c1ccccc1Cl (configuration not stated) | -5% | 1 | 12 | 14 | 1.1% | ? | 5 | 2 | 5%
N#CC(C(=O)NCc1ccco1)c1nc2ccccc2nc1N1CCOCC1 (configuration not stated) | 12% | 0 | -13 | 7 | -2.4% | -4% | 13 | 8 | -8%
CN(C)c1ccc(/C=N/N=C2/SC(CC(=O)O)C(=O)N2c2ccc(O)cc2)cc1 (configuration not stated) | -2% | 0 | 1 | 3 | 0.4% | -2% | -11 | 1 | 0%
O=C(Cn1nnc2c(sc3nc4c(c(-c5ccccc5)c32)CCC4)c1=O)c1ccccc1 | 2% | -5 | -2 | 1 | -0.8% | / | 3 | -6 | 0%

New compounds follow
SMILES | Glioma ERSR ind | D1 PAM | RXFP1 antagonist | D1 ag | RXFP1 agonist | Vif-APOBEC3F blk | D2 PAM | D1 antagonist | Vif-A3G inh
COc1cccc(N2CCN(c3nc4ccc(C(=O)c5ccccc5)cc4n4c(C)nnc34)CC2)c1 | -2% | -2 | -24 | 2 | 0.8% | -2% | -2 | 4 | -3%
O=c1c2cc3c(nc2ncn1Cc1ccccc1F)CCCC3 | 2% | -2 | -14 | -1 | -0.2% | -5% | 4 | -1 | -4%
CN(CC(=O)Nc1cccc2c1CCCC2)S(=O)(=O)c1ccc(Br)cc1 | -3% | -3 | -19 | 3 | 0.9% | 0% | -5 | 3 | 0%
Cc1cc(C)c(S(=O)(=O)N2CCOCC2)cc1C | -1% | -6 | -1 | 0 | -1.0% | 2% | 5 | / | 0%
Cc1cc(C)c(NC(=O)CSc2nccn2-c2cccc(Cl)c2)c(C)c1 | -5% | 3 | -4 | 2 | 0.3% | 8% | -4 | 26 | 1%
Cc1ccc(NC(=O)/C=C\C(=O)NCC(=O)O)cc1 | -1% | -2 | -3 | 0 | 1.2% | -10% | -8 | -1 | -7%
Cc1csc(SCC(=O)NC(=O)NCc2ccccc2)n1 | 0% | 8 | -10 | 0 | -0.1% | -1% | 0 | -2 | -4%
N#CCC(CNc1ncc(C(F)(F)F)cc1Cl)OC(=O)c1ccc(Cl)cc1Cl (configuration not stated) | 3% | -3 | -13 | 31* | 2.7% | -7% | -11 | 9 | -11%
O=C(O)CCCCNCc1ccccc1 | -2% | 1 | 0 | 1 | -0.1% | -5% | 4 | 6 | -1%
COc1ccccc1-c1coc2cc(O)cc(O)c2c1=O | 7% | -8 | 0 | 2 | -1.5% | 2% | -5 | -20 | -7%
CC1CCC(NC(=O)c2cc3c(s2)CCCC3)CC1 (configuration not stated) | 9% | -3 | -4 | 1 | 4.1% | -10% | -16 | 16 | -1%
CCOCCn1c(=O)c2c(nc3n2CC(C)CN3Cc2ccccc2)n(C)c1=O (configuration not stated) | 1% | -3 | 21 | 0 | 0.4% | 1% | 8 | -22 | 4%
Cc1ccc(NC(=O)c2nc[nH]c2C(=O)N[C@@H](CCCCNC(=O)OC(C)(C)C)C(=O)OC(C)(C)C)cc1 | -2% | -2 | / | 7 | 0.0% | 1% | 3 | 5 | 0%
COc1ccc(OC)c(-c2csc(NC(=O)C3CSC4(C)CCC(=O)N34)n2)c1 (configuration not stated) | -1% | -2 | -13 | -1 | -1.7% | -3% | 2 | 13 | -8%
COc1cccc(NS(=O)(=O)c2c(C(=O)N3CCCCCC3)c(C)n(C)c2C)c1 | 2% | 18 | -11 | 2 | 3.0% | 1% | -8 | 44 | 2%
CC(=O)Nc1nc(-c2ccc3ccccc3c2)cs1 | -4% | -3 | -8 | 2 | 0.0% | 9% | 0 | -25 | 0%
Cc1cc(NC(=O)c2ccccc2)ncc1NC(=O)c1cccs1 | 1% | -7 | -7 | 1 | 0.2% | -4% | 1 | -6 | 0%
O=C(NC1CC1)C1=C[C@@H](c2c[nH]c3ccccc23)C[C@@H](OCc2ccc(CO)cc2)O1 | 0% | 2 | / | 3 | -1.7% | 0% | 17 | 3 | -8%
CCn1cc(CNC(=O)c2cc([N+](=O)[O-])c(C)c([N+](=O)[O-])c2)cn1 | -8% | -2 | -19 | 1 | 1.9% | 5% | -3 | 15 | 0%
O=C(NCCc1ccccc1)c1cc(S(=O)(=O)N2CCCC2)ccc1F | 1% | 3 | 5 | 4 | -2.1% | 2% | 3 | -7 | 12%
CN(C(=O)COc1ccccc1)c1nnc(C23CC4CC(CC(C4)C2)C3)s1 | 4% | -3 | -3 | -2 | -1.4% | -1% | -1 | 5 | 1%
COc1ccc(/C=N\Nc2ccccn2)c(OC)c1 | 1% | -2 | 4 | 2 | 0.0% | -5% | 7 | -12 | -8%

High-throughput results as filed in PubChem BioAssay.
